Compound activity from PubChem.
TRPV1 agonist – HTS Assay for Compounds that Act as Agonists of the Vanilloid Receptor 1. TRPV1-expressing cells, Fluo-8 calcium influx, agonist mode. activation, % at 8.33 µM. 320,000 tested, 0.19% active. AID 540275, 2011; in the data active = activation above about 80%; inconclusive = between about 30% and that limit; note: 0% is about no effect
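TRPV1-expressing cells were cultured overnight at 35.5C and loaded with Fluo-8 calcium dye for 40 to 90 min at room temperature. After a 10 s baseline, compound was added and calcium influx was read kinetically for 3 min (ex 480/em 520 nm).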
MLL CXXC-DNA inh – qHTS Fluorescence Polarization Assay for Inhibitors of MLL CXXC domain - DNA interaction; Histone-lysine N-methyltransferase 2A (Homo sapiens), Q03164; MLL-CXXC / FITC-HOXA9 DNA fluorescence polarization; Potency, µM (highest dose often 115 µM), for inactives: at the top dose activity change, negative = inhibition, usual class: inhibitors; 290,000 tested, 0.037% active; AID 2662, 2010; active = well fitted inhibition curve with a large enough effect in the polarisation, with a control signal flat, not every such curve was filed as active; inconclusive = small, poorly fitted or top-dose-only effect, or effect the other way, or a change in a side signal; inactive = no such curve, though single readings can be large or run the other way; the % refers to the polarisation; note: potency is the fitted concentration of half-maximal effect
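Purified MLL-CXXC (added from a 7 uM solution) was preincubated 5 min at ambient with pinned compounds in 50 mM Tris-HCl pH 7.5, 50 mM NaCl, 1 mM DTT, 0.05% BSA. Fluorescein-labeled HOX-A9 DNA (50 nM solution) followed, 30 min, then polarization read.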
hERG WT inh – qHTS for Inhibitors of KCHN2 3.1: Wildtype qHTS; U2OS, BacMam KCNH2, thallium flux FluxOr; stronger effect = lower value; activity change, % at 1.84 µM; 340,000 tested, 0.37% active;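 active = maximum activity change below -70%; inconclusive = maximum activity change between -70% and -50%; inactive = maximum activity change above -50%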; note: % is set by controls: 0 for no effect and ±100 for the full control effect
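U2OS cells transduced with wild-type KCNH2 virus are loaded with FluxOr dye for 45 min, and thallium flux is measured in kinetic reads before and after stimulation buffer. Rate constants are normalized to DMSO controls.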
Integrin act MD – qHTS for Activators of Integrin-Mediated Alleviation for Muscular Dystrophy; Potency, µM (highest dose often 38.3 µM), inactives show at the highest dose activation, usual class: activators; AID 624291, 2012; alpha7betagal myoblasts, beta-gal FDG fluorescence, 48 h; 350,000 tested, 0.064% active;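 note: potency is the fitted concentration of half-maximal effect; 100% = response of the positive control SU9516; nearly all actives have a fitted effect of over 60% in size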
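alpha7betagal+/- myoblasts (passage 13, 250/well) treated 48 h at 37C with compounds at 1:260 dilution of DMSO stock. Lysed, then beta-galactosidase activity read as FDG fluorescence (ex 480/em 540) after 30 min, with pre-read for autofluorescence.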
A-T KAP1 phos – qHTS Assay for Identifying a Potential Treatment of Ataxia-Telangiectasia | Potency, µM (series often up to 57.5 µM), for inactives: at the top dose activation, hits mostly activators | 320,000 tested, 0.19% active | […] A-T fibroblasts, KAP-1 phosphorylation AlphaLISA; neocarzinostatin DNA damage 30 min before lysis; note: potency is the fitted concentration of half-maximal effect; % of control where 0% means no effect; nearly all actives have a fitted effect of over 45% in size
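hTERT-immortalized A-T patient fibroblasts ([…]), 500 cells/well in OPTI-MEM, 1% FBS, got compounds for 60 min, then NCS for 30 min at 37C. Lysates were then assayed for phospho-KAP-1 by AlphaLISA (anti-pKAP1 donor, anti-KAP1 acceptor beads), 6 hr at 25C.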
Coupling enz – qHTS Assay for Inhibitors of Fructose-1,6-bisphosphate Aldolase from Giardia Lamblia: Coupling assay counterscreen; coupling enzyme system counterscreen, AmpLite Red fluorescence; activity change, negative = inhibition, % at 58.2 µM, hits read low; 290,000 tested, 0.67% active; AID 2472, 2010; in the data active = activity change below about -30%; note: % is set by controls: 0 for no effect and ±100 for the full control effect
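First, compound is pin-transferred into glyceraldehyde-3-phosphate coupling-enzyme reagent at 57.5 uM final and held 10 min at RT. Next, substrate, coupling system and AmpLite Red are added. After 20 min RT, fluorescence (525/598 nm) is read.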
KCNH2 3.1 block – qHTS for Inhibitors of KCHN2 3.1: Mutant qHTS | activity change, % (tested at about 1.8 µM) | U2OS KCNH2 3.1, thallium flux FluxOr; stronger effect = lower value | Potassium voltage-gated channel subfamily H member 2, brain isoform KCNH2 3.1 (human) | 340,000 tested, 0.95% active | AID 720553, 2013;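 active = maximum activity change below -70%; inconclusive = maximum activity change from -70% to -50%; inactive = maximum activity change above -50%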;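 note: thallium influx rate constant from kinetic fluorescence after stimulation buffer; % is set by controls: 0 for no effect and ±100 for the full control effect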
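Channel expression came from 3.1 mutant virus (1.77 x 10^8 /mL) applied to suspended U2OS cells for 4 h. Flux was tracked with FluxOr dye plus Red40 quencher, and kinetic rate constants normalized to controls.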
GALK inh – qHTS Assay for Inhibitors of Human Galactokinase (GALK). AID 1868, 2009. Purified GALK, Kinase-Glo residual ATP luminescence. P51570. Potency, µM (highest dose often 57.5 µM), for inactives: at the highest dose activity change, negative = inhibition, most hits filed as inhibitors. 270,000 tested, 0.007% active; note: potency is the fitted concentration of half-maximal effect; % is set by controls: 0 for no effect and ±100 for the full control effect
Target sequence (P51570 whole entry, looked up): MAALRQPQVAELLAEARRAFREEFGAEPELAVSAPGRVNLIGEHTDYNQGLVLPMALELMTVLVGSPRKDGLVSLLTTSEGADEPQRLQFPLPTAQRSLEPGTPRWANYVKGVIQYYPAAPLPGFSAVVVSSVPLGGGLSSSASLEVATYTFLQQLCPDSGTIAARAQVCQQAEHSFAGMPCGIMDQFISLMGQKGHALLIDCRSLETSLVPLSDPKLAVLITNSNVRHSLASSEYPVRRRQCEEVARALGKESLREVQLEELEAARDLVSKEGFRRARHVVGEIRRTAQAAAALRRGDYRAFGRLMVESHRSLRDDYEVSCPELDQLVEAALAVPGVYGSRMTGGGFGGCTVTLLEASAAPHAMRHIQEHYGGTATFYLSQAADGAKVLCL
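ATP-depletion format; final 35 uM ATP, 100 uM D-galactose, 5 nM enzyme; pH 8.0 HEPES/Mg2+ buffer; 60 min RT; luminescence read 10 min after detection reagent.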
MBNL1 CUG block – qHTS Assay for Inhibitors of MBNL1-poly(CUG) RNA binding; AID 2675, 2010; Muscleblind-like protein 1 (Homo sapiens), Q9NR56; TR-FRET MBNL1-His/biotin-(CUG)12 binding, 665/545 ratio; Potency, µM (doses to about 57.5 µM), for the others: top-dose activity change, negative = inhibition, hits mostly inhibitors; 280,000 tested, 0.036% active; active = well fitted inhibition curve with a large enough effect in the signal ratio, with a control signal flat, not every such curve was filed as active; inconclusive = small, poorly fitted or top-dose-only effect, or effect the other way, or a change in a side signal; inactive = no such curve, though single readings can be large or run the other way; the % refers to the signal ratio; note: potency is the fitted concentration of half-maximal effect; % is set by controls: 0 for no effect and ±100 for the full control effect
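Ratiometric TR-FRET (665 over 545 nm, excitation 340 nm) tracks disruption of MBNL1-His/biotin-(CUG)12 complex after 60 min at room temperature, with compounds at 92 nM to 58 uM final.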
ASM inhibitor – Inhibitors of Secretory Acid Sphingomyelinase (S-ASM): qHTS | 340,000 tested, 0.006% active | Sphingomyelin phosphodiesterase (Homo sapiens), P17405 | placental ASM, HMU-PC fluorogenic substrate, 60 min | Potency, µM (doses to about 57.5 µM), without a hit: at the highest dose activity change, negative = inhibition, hits mostly inhibitors | AID 504937, 2011; note: potency is the fitted concentration of half-maximal effect
Target sequence (P17405 47-631 limits assumed): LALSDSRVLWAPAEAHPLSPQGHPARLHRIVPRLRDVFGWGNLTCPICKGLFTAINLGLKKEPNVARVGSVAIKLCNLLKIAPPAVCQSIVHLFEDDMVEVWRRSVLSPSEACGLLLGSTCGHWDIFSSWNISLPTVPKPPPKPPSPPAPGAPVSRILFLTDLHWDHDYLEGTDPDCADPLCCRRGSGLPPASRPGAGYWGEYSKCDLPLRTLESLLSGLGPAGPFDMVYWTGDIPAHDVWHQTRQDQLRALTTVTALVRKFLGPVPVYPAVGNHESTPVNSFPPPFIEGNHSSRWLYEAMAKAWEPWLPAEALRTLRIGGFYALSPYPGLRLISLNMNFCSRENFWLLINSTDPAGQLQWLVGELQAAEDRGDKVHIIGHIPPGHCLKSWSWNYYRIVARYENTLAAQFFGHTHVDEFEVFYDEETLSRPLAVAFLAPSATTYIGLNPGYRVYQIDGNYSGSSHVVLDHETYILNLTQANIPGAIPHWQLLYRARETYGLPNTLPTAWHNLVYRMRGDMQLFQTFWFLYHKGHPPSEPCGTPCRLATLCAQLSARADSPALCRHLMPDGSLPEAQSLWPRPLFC
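Steps: dispense placental human ASM, pin compound, wait 10 min at room temperature, add HMU-PC0 substrate at 9 uM final, incubate 60 min at 37 °C, add stop solution raising pH to 10, read fluorescence.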
An asterisk follows results filed as active; i = inactive; ? = inconclusive; · = not tested or not shown; [ ] = remark or other dose. Unless noted, calls come from the whole dose curve; as a rule, active = well fitted curve in the direction sought with a large enough effect; inconclusive = small, poorly fitted or top-dose-only effect, or another doubt; inactive = no such curve, though single readings can be large; an effect the other way counts as inactive or inconclusive. The order is random; any-hit rate near 2%.

SMILES	TRPV1 agonist	MLL CXXC-DNA inh	hERG WT inh	Integrin act MD	A-T KAP1 phos	Coupling enz	KCNH2 3.1 block	GALK inh	MBNL1 CUG block	ASM inhibitor
CN(C(=O)CSc1nc2c(c(=O)[nH]1)CCCC2)C1CCCCC1	6.9	-6.9%	11.9	-21.2%[7.66 µM]	-4.1%	0.7	10.8	-1.9%	-9.8%	-0.1%
COc1cc(NC(=S)N2CCCCC2C)cc(OC)c1OC (stereo not given)	-3.2	7.5%	i	0.9%	4.9%	4.1	-4.9	8.8%	-8.1%	1.8%
Cc1nn(Cc2ccccc2Cl)c2sc(C(=O)NCc3ccc4c(c3)OCO4)cc12	-2.8	17.2%	-0.5	-15.8%	·	-3.2	-0.5	4.9%	-2.7%	0.2%
COc1ccc2[nH]c3c(c2c1)CCn1c-3nc2sc(C(=O)Nc3ccccc3)c(C)c2c1=O	-2.5	1.8%	·	·	10.2%	1.4	·	0.4%	·	·
COC(=O)C1Sc2[nH]c(=O)sc2C2c3ccccc3OC(=O)C12 (stereo not given)	0.5	-5.8%	-1.2	-27.2%	2.4%	0.4	-0.6	-1.3%	-2.6%	0.0%
CC1Cn2c(nc3sc4c(c3c2=O)CCC4)N1CCO (stereo not given)	7.6	-1.6%	5.3	15.7%	31.7%	-6.1	-4.6	3.6%	2.3%	10.5%
Cn1c2ccccc2c2cnn(CC(=O)NCCCN3CCN(c4ccccc4F)CC3)c(=O)c21	-2.1	12.8%	16.9	16.9%	-9.0%	·	-5.8	3.4%	0.7%	-0.7%
CCCCN(C(C)=O)C1CC(=O)N(c2ccc(OCCC)cc2)C1=O (stereo not given)	-3.1	-2.7%	4.7	-3.2%	4.1%	2.8	-18.1	1.3%	-15.2%	-2.2%
Cn1c(-c2ccc(F)cc2)cnc1NCc1ccccc1	3.6	11.6%	6.8	1.5%[7.66 µM]	-2.4%	1.5	-5.5	1.5%	0.3%	0.9%
Cc1ncc([N+](=O)[O-])n1CC(=O)Nc1ccc(F)cc1	-1.2	8.0%	-7.5	-8.2%	6.8%	1.9	-1.9	2.2%	5.5%	2.6%
CCN(CC)CCCCCC(=O)Nc1ccccc1C(=O)Nc1ccccc1	-1.6	7.3%	39.2	-29.3%	6.0%	0.5	-4.2	-1.5%	2.7%	2.4%
CCOC(=O)c1sc(NS(=O)(=O)c2ccc(F)cc2)nc1C	-1.0	0.4%	0.7	0.0%	3.5%	6.9	-13.4	5.1%	-12.3%	-2.6%
COc1cccc(OC)c1C(=O)Nc1cccc(-c2ccc3nncn3n2)c1	1.0	5.5%	-3.7	10.7%	-4.3%	1.6	17.6	-0.2%	?	-1.9%
COc1cccc(NC(=O)CSc2nc3c(sc4ccccc43)c(=O)n2CCN(C)C)c1	-6.4	-7.0%	13.1	10.6%	-5.0%	6.7	2.8	1.7%	2.7%	117.2%[activator]
Cc1cccc(Nc2nc(N)nc(CCl)n2)c1C	-1.5	-9.1%	-2.6	-70.7%[inhibitor]	13.5%	-4.4	1.3	0.4%	-2.9%	5.5%
CCOC(=O)N1CCN(S(=O)(=O)c2ccc(F)c(C(=O)Nc3cc(C)cc(C)c3)c2)CC1	1.3	13.5%	16.3	-4.0%	10.3%	0.9	-16.7	-1.4%	-0.8%	-2.9%
COC(=O)C1=C(C)N(Cc2ccccc2)C(=O)N[C@H]1c1cccc(F)c1	·	·	-10.6	-4.3%	·	2.8	17.6	·	·	-1.3%
COc1ccc(/C=C/C(=O)O)cc1S(=O)(=O)NCc1ccco1	-0.1	-6.5%	-1.9	0.6%	-5.1%	2.5	4.6	10.5%	-3.1%	-0.3%
CC(C)CNS(=O)(=O)c1ccc(CCC(=O)Nc2cc(Cl)ccc2Oc2ccccc2)cc1	3.5	0.1%	-6.6	-54.7%[inhibitor]	2.2%	-3.5	-36.1	0.8%	-4.8%	1.6%
COc1ccc(N2C(=O)C3CCCN3C2c2cccc(C)c2)cc1 (stereo not given)	-1.0	9.5%	-3.2	-30.6%	5.2%	4.1	-21.0	1.7%	-7.6%	-0.8%
NC(=O)C1(N2CCCCC2)CCN(C(=S)Nc2cc(F)cc(F)c2)CC1	1.7	3.8%	i	54.4%	-0.5%	2.9	3.7	-1.9%	-6.4%	7.8%
O=C(NCC1CCCO1)C1CC(=O)N(c2ccccc2)C1 (stereo not given)	0.4	10.9%	1.7	-9.1%	7.3%	0.1	0.0	-1.3%	-3.6%	-0.6%
O=C(NCc1ccco1)/C(=C\c1ccccc1)NC(=O)c1ccccc1	-0.4	9.5%	0.6	12.9%	-1.7%	3.3	-9.0	0.0%	2.5%	0.6%
O=C(Nc1cccc(S(=O)(=O)NC2=NCCC2)c1)c1cc(Cl)ccc1[N+](=O)[O-]	2.3	·	-3.1	-16.9%	-4.2%	·	-8.7	·	·	-1.8%
O=C(OCCN1C(=O)c2ccccc2C1=O)[C@@H]1CC(O)CN1S(=O)(=O)c1ccccc1[N+](=O)[O-] (stereo not given in full)	·	·	-1.0	44.1%	8.4%	·	14.4	·	·	3.1%
O=C(Nc1cnn(Cc2ccc(Cl)c(Cl)c2)c1)c1nc2ncccn2n1	1.1	-5.0%	-1.8	-12.0%	1.0%	-2.8	-8.9	-1.6%	-4.4%	-3.2%
CCOC(=O)CSc1nc(N2CCOCC2)c2c(c1C#N)CC(C(C)C)OC2 (stereo not given)	17.3	0.4%	7.9	?	-5.5%	-3.6	9.3	·	-0.4%	6.2%
CC(NC(=O)COC(=O)c1ccc2ccccc2n1)C1CC2CCC1C2 (stereo not given)	9.1	-3.5%	-4.8	0.0%	3.2%	2.0	4.6	-1.5%	16.8%	-0.1%
c1cncc(-c2nc(-c3ccc4c(c3)OCCO4)cs2)c1	?	0.8%	-19.1	-17.1%	5.8%	0.5	2.1	-4.0%	?	4.3%
Fc1ccc(C2CC(c3ccccc3)Nc3ncnn32)cc1 (stereo not given)	9.2	0.0%	0.3	-28.5%	0.7%	1.1	-9.9	2.3%	2.9%	-1.1%
C[C@@H](NC(=O)Cn1cnc2c(NCc3ccccc3)ncnc21)c1cccc2ccccc12	·	·	-20.5	-1.6%	-5.9%[11.5 µM]	·	10.0	·	·	0.5%
O=C1C2C3C=CC(CC3)C2C(=O)N1/N=C/c1c[nH]c2ccccc12 (stereo not given)	-1.1	4.7%	0.5	0.9%	0.9%	0.2	-1.4	0.5%	-2.7%	3.5%
Cc1ccnc(SCCn2c(N3CCC(C)CC3)nc3c2c(=O)[nH]c(=O)n3C)n1	-2.8	-9.4%	2.5	-4.8%	7.5%	2.4	5.2	0.8%	-18.4%	2.1%
Cn1c(SCc2cccc3ccccc23)nnc1-c1ccco1	1.6	4.4%	-5.1	2.2%	3.7%	-6.3	-11.3	-0.1%	4.3%	0.1%
CN(C)CCNc1nc(-c2ccccc2)c2c(c1C#N)CC(C)(C)OC2	-1.1	-5.9%	4.8	-13.0%	·	-0.4	-2.9	-0.3%	4.5%	39.7%[activator]
CCOc1cc(C(c2c(O)nc(SC)[nH]c2=O)c2c(O)nc(SC)[nH]c2=O)ccc1O	·	·	-17.1	0.1%	·	·	-11.0	·	·	1.8%
Cc1cccc(OCc2nc(-c3ccccn3)n[nH]2)c1	1.7	3.6%	6.6	19.4%	·	-1.1	-6.0	5.9%	13.3%	0.6%
Cc1cc(C)n2cc(CSc3nnnn3-c3ccccc3C)nc2n1	3.9	17.5%	11.0	8.2%	4.3%	1.7	-3.1	6.6%	-6.3%	-0.4%
COc1cc(S(=O)(=O)Nc2ccc(C)cc2)ccc1N=Cc1c(C)c(C#N)c(=O)n(C)c1O	-0.9	?	3.8	-6.1%	0.2%	-4.7	10.1	6.9%	-8.3%	3.7%
Cc1c(C)c2ccc(OCC(=O)N(C)C3CCS(=O)(=O)C3)c(C)c2oc1=O (stereo not given)	-7.1	28.5%	-6.7	0.7%	-1.6%	·	-0.6	-5.7%	12.3%	-0.5%
